Screening results deposited in PubChem by several laboratories.
AddAB inh – less growth of phage-infected E. coli with AddAB; E. coli expressing H. pylori AddAB, absorbance growth; 0.29% of 330,000 active; inhibition, % at 11.9 µM; in the data active means inhibition above about 12%;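 further: 0% = vehicle wells of infected cells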
Wnt bcat act – activators of Wnt/beta-catenin signaling; Wnt/beta-catenin reporter cell assay, activator, plate reader; activation, % at 9.35 µM; 1.2% of 300,000 active; AID 743398; in the data active means activation above about 30%, passing the limit was not always enough; inconclusive means no clear call, values can overlap the other calls;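 further: 0% = neutral control wells and 100% = positive control wells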
PfHsp90 set2 – reduces growth (ATP signal) of yeast expressing P. falciparum Hsp90; S. cerevisiae expressing PfHsp90, BacTiter-Glo ATP, 48 h; yeast lacking PDR1 and PDR3 efflux regulators; inhibition, % at 9.4 µM; 0.32% of 310,000 active;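 active means every replicate shows inhibition above about 80%, whatever the replicate mean, limit read from the data; inconclusive means mean inhibition reaches the set limit but some replicate falls short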;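 further: 0% = DMSO neutral controls and 100% = 20 µM radicicol positive controls; yeast relying on Plasmodium falciparum Hsp90 in place of its own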
CAL PDZ FP – human CAL PDZ-peptide interaction inhibition; Q9HD26; purified CAL PDZ, TMR-peptide fluorescence polarization, 1 h; inhibition, % at 20 µM; 0.02% of 330,000 active;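 active means highest replicate inhibition of at least 40%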;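 further: plate controls were DMSO neutral control wells for no effect and unlabeled competitor peptide control wells for full effect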
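Read-out basis: mP drop reported as inhibition | Assay system: Tagged CAL PDZ protein CerCALP, purified | Benchmarks: Unlabelled peptide for full inhibition, DMSO wells as neutral | Schedule: 1 h incubation at room temperature before polarization reading | Buffer or medium: Sodium phosphate/NaCl buffer pH 7.4 with TCEP, IgG, Thesit | Doses: Single point, 20 µM | Measured by: Fluorescence polarization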
Ecoli viability – counter-screen for AddAB inhibitors: E. coli growth inhibition; E. coli V3065 growth, OD600 absorbance, 18 h; inhibition, % at 11.9 µM; 0.27% of 330,000 active; AID 449728;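 active means inhibition above the campaign's mean inhibition across all tested compounds plus 3 SD, cut at about 9.9% in these data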;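 further: uninfected addAB+ strain grown without phage in ampicillin broth; 0% = DMSO wells and 100% = ciprofloxacin 0.95 µg/ml wells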
DAGLB inhibitor – blocks human DAGLB lipase activity; Q8NCG7; HEK293T DAGLB membrane lysate, EnzChek fluorogenic substrate; inhibition, % at 5.17 µM; 0.059% of 340,000 active; in the data active means inhibition above about 34%;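 further: 0% = enzyme with vehicle and 100% = wells lacking enzyme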
Target sequence (Q8NCG7 whole entry, looked up): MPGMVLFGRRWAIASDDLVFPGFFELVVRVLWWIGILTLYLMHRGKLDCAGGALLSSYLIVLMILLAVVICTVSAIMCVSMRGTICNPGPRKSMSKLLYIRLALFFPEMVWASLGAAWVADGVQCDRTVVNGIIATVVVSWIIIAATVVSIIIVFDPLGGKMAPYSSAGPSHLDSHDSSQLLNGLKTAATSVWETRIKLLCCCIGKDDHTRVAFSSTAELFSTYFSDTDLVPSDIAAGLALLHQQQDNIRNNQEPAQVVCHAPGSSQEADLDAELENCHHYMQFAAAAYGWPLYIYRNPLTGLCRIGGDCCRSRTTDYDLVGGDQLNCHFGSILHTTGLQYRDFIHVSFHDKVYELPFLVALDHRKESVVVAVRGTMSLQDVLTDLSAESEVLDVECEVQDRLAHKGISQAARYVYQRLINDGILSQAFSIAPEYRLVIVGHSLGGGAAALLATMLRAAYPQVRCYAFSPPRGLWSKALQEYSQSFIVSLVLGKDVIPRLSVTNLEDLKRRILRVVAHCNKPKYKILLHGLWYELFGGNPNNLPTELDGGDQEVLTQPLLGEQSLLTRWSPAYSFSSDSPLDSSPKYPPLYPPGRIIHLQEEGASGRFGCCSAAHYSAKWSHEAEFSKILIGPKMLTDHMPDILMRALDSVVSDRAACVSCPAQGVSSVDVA
Tat export inh – E. coli Tat transport inhibition | 0.036% of 340,000 active | inhibition, % at 10 µM | AID 488895 | E. coli MC4100 TorA-mCherry Tat export, fluorescence;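 active means mean replicate inhibition at least 50% and at least half of replicates individually reaching 50%; inconclusive means only one of the two criteria met; inactive means neither criterion met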;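 further: exported cargo escapes ClpAP degradation while cytoplasmic cargo is degraded and loses fluorescence; 0% = median of neutral control wells and 100% = median of NaSCN control wells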
PvdQ inh – blocks Pseudomonas aeruginosa PvdQ acylase activity; AID 488965; purified PvdQ acylase, fluorescence plate reader; 0.063% of 340,000 active; inhibition, % at 10 µM; in the data active means inhibition above about 30%, passing the limit was not always enough; inconclusive means no clear call, values can overlap the other calls;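 further: 0% = vehicle neutral wells and 100% = reference inhibitor wells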
Rtt109 Vps75 – inhibitors of Candida albicans Rtt109/Vps75 histone acetyltransferase; purified Rtt109/Vps75, ThioGlo CoA-SH fluorescence, 4 h; inhibition, % at 34.9 µM; 0.16% of 330,000 active; AID 540336;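 active means inhibition of at least 50% in every replicate; inconclusive means best replicate reaches 50% inhibition but some replicates fall short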
Target sequence (Q5AAJ8 whole entry, looked up): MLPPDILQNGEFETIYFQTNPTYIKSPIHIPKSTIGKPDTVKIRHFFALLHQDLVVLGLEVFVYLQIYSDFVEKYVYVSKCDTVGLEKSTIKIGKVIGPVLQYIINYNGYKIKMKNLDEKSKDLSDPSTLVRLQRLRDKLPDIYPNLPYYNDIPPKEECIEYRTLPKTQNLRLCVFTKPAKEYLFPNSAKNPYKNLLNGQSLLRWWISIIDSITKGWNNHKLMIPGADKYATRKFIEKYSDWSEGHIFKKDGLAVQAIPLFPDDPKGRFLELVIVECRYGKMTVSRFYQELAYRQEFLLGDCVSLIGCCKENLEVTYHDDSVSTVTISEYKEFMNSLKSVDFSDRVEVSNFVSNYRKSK
phage Ecoli inh – E. coli growth loss with phage present; growth absorbance; inhibition, % at 11.9 µM; 0.26% of 360,000 active; AID 651602; in the data active means inhibition above about 11%
An asterisk follows results filed as active; ? = inconclusive; nt = not tested or not shown. Random draw from the library (roughly 1.9% active in at least one column).

SMILES	AddAB inh	Wnt bcat act	PfHsp90 set2	CAL PDZ FP	Ecoli viability	DAGLB inhibitor	Tat export inh	PvdQ inh	Rtt109 Vps75	phage Ecoli inh
NS(=O)(=O)c1cccc(NC(=O)COc2ccc([N+](=O)[O-])cc2)c1	-0.7	-2	18	-2.5	0.3	-2	1	11	10	0.4
c1ccc(CSc2ncn(-c3ccccc3)n2)cc1	0.1	nt	0	nt	-1.5	-4	-1	12	-10	3.4
Cc1sc2ncn(CC(=O)Nc3ccccc3F)c(=O)c2c1-c1ccccc1	4.6	-2	14	-1.6	-0.2	-7	2	-6	8	1.4
C/C(=N\Nc1ccc(S(N)(=O)=O)cc1[N+](=O)[O-])c1cccs1	1.2	-1	9	-0.8	1.1	14	0	10	6	1.5
COc1cc(C)c(C(=O)Oc2cc(C)c(C(=O)O)c(O)c2C)c(O)c1C	3.7	-1	15	-1.2	2.7	12	1	-8	18	1.1
O=C1CC(c2ccsc2)c2cc3c(cc2N1)OCCO3 (stereo not drawn)	-0.7	-3	10	-1.6	-1.6	-1	3	-10	8	1.8
CCN(CC(=O)Nc1ccc(NC(C)=O)cc1)C(=O)Cc1cccc2ccccc12	4.5	2	14	-3.1	-0.3	0	0	6	24	0.6
Cc1ccc(N2CCN(S(=O)(=O)N3CCOCC3)CC2)cc1C	-0.2	-15	25	-0.6	-1.8	0	5	-6	-1	3.8
CC(OC(=O)c1cccn1C)C(=O)Nc1ccc2c(c1)OCO2 (stereo not drawn)	-1.3	3	1	-0.8	-1.3	-2	3	3	-3	-0.3
CC1CCCCN1c1ccc(N)cc1C(N)=O (stereo not drawn)	0.6	2	32	-2.3	-0.2	1	2	-11	7	3.6
CCOC(=O)c1sc(N(Cc2ccccc2)C(=O)CCl)nc1C	1.4	7	-9	-3.4	1.4	0	10	6	-1	1.0
CCOc1ccc(NC(=O)Nc2nc3ccc(S(C)(=O)=O)cc3s2)cc1	nt	-1	-25	-2.8	nt	2	3	-13	-5	2.5
COc1cc(C(=O)NCCOc2ccc(Cl)cc2)ccc1OCc1c(C)noc1C	3.3	-8	20	-1.0	1.3	-5	2	13	-2	2.0
COC(=O)CSc1nnc(CNc2ccc(F)cc2)o1	5.1	5	nt	-0.3	0.5	-2	5	-6	3	3.6
c1cc(-c2nnc(-c3ccncc3)o2)ccn1	0.9	nt	nt	nt	1.2	1	-5	-18	-1	1.9
Cc1ccc(C)c(NC(=S)NNC(=O)c2cc3c(s2)CCC(C)C3)c1 (stereo not drawn)	4.1	nt	4	-2.3	2.1	1	-1	-3	5	5.2
CCOC(=O)NC(NCC(O)c1ccccc1)(C(F)(F)F)C(F)(F)F (stereo not drawn)	0.8	-5	-49	0.1	1.0	1	-6	-7	1	0.1
Cc1ccc(NC(=O)NC(=S)NC(=O)c2ccccc2)cc1	4.6	4	-3	-0.9	0.3	-1	-3	-9	-9	0.8
CCOc1ccc(S(=O)(=O)NCCC(=O)NCC(C)(C)N2CCOCC2)cc1	0.0	-1	23	-1.4	-0.7	1	4	6	-2	2.5
O=C(O)CNC(=S)N(Cc1ccccc1)Cc1cccnc1	2.8	-1	8	4.5	2.4	3	2	-2	-23	3.0
CCOc1ccc(C(=O)Nc2ccc3c(c2)OCO3)cc1OCC	4.6	nt	3	-1.9	1.9	2	0	-6	-2	-0.7
Cc1cc(NC(=S)NC(=O)c2ccccc2)ccc1-c1cc2ccccc2oc1=O	1.6	-3	-52	-1.1	-0.1	3	4	-12	1	2.2
CCn1c(SCC(=O)N(C)c2ccccc2)nc2c([nH]c3ccccc32)c1=O	1.0	-1	-1	-2.2	-0.1	6	-4	-11	-4	0.9
CCCCCc1c2c(cc(O)c1C(=O)O)OC(=O)c1c(cc(OC)cc1C(=O)CCCC)O2	4.9	nt	-8	-1.2	-0.2	25	1	-14	1	nt

Retrieved one by one from the list above:
SMILES	AddAB inh	Wnt bcat act	PfHsp90 set2	CAL PDZ FP	Ecoli viability	DAGLB inhibitor	Tat export inh	PvdQ inh	Rtt109 Vps75	phage Ecoli inh
CC1CCCCN1c1ccc(N)cc1C(N)=O (stereo not drawn)	0.6	2	32	-2.3	-0.2	1	2	-11	7	3.6
CCOc1ccc(S(=O)(=O)NCCC(=O)NCC(C)(C)N2CCOCC2)cc1	0.0	-1	23	-1.4	-0.7	1	4	6	-2	2.5
COC(=O)CSc1nnc(CNc2ccc(F)cc2)o1	5.1	5	nt	-0.3	0.5	-2	5	-6	3	3.6

Later entries.
SMILES	AddAB inh	Wnt bcat act	PfHsp90 set2	CAL PDZ FP	Ecoli viability	DAGLB inhibitor	Tat export inh	PvdQ inh	Rtt109 Vps75	phage Ecoli inh
CC(C)(C)c1ccc(C(=O)n2cnc3ccccc32)cc1	0.7	-1	-4	0.0	-1.6	1	?	18	15	0.9
COc1nc(N(C)C)nc(N(C#N)CCOC(C)=O)n1	1.5	3	19	0.9	1.0	0	1	-16	1	-0.9
O=C(COc1ccc(Cl)cc1)N1CCN(C(=O)c2cccs2)CC1	0.5	-3	2	-2.9	1.2	-2	3	1	14	2.1
CCOc1ccccc1NC(=O)CCc1ccc(C)o1	1.6	-1	5	-1.2	-0.1	-3	7	-20	0	2.4
Cn1c(=O)c2c(nc(NCc3ccccc3)n2CCCc2ccccc2)n(C)c1=O	2.7	nt	1	-0.7	1.7	4	3	5	27	2.8
CCc1c(C)nc(SCC(=O)N2CCCCC2CC)[nH]c1=O (stereo not drawn)	0.1	5	12	-1.6	1.9	-2	-5	-15	-2	2.1
CC(=O)Oc1ccc2ccccc2c1C(NC(=O)Cc1ccccc1)c1ccccc1Cl (stereo not drawn)	3.5	nt	nt	nt	2.1	-6	2	-1	-2	0.8
CN(C)CCn1c(C(=O)O)cc2ccccc21	3.0	1	21	0.2	-0.3	1	-10	-10	19	3.1
CCN(CC)c1ccc2cc(-c3nc(-c4cc5ccccc5oc4=O)cs3)c(=O)oc2c1	nt	0	5	0.6	nt	-49	4	19	-5	-0.2
COc1ccc(NC(C)C(=O)N2CCN(Cc3ccccc3)CC2)cc1 (stereo not drawn)	3.4	-2	-8	-1.0	-1.5	-1	-3	-7	-5	-1.1
COCC(C)(C)COS(N)(=O)=O	3.6	-3	8	-0.2	0.3	-3	-16	1	6	3.4
CC1CCCCN1C(=O)Cn1nnc(-c2cccnc2)n1 (stereo not drawn)	-0.9	nt	10	0.3	0.1	-1	-11	4	1	2.5
COCCNC(=O)c1ccc(N2CC3CC(C2)c2cccc(=O)n2C3)c(NC(=O)c2ccc(F)cc2)c1 (stereo not drawn)	2.2	0	-94	0.3	2.5	0	-5	-1	0	-0.7
O=C(CCCN1C(=O)/C(=C/c2cccs2)SC1=S)Nc1ccc(O)cc1	3.3	1	0	-0.8	-2.3	0	1	-4	3	0.6
Cc1ccccc1NS(=O)(=O)c1ccc(OCC(=O)NCc2ccco2)cc1	0.9	nt	12	-0.2	-2.4	-2	5	13	2	-1.9
Cc1ccc(Cl)c(OCC(=O)Nc2cccnc2)c1	0.4	27	11	-3.1	-0.5	-2	-3	-2	2	2.6
CCn1c(=O)c2c(nc(SCC(=O)NC3CCCC3)n2C)n(C)c1=O	-0.1	-1	-6	-1.6	0.6	0	10	-15	-5	0.4
CCN(CC)C(=O)CSc1nnc([C@@H](N)C(C)C)o1	2.6	0	4	-0.2	3.6	2	0	-6	2	3.6
CSc1ccccc1OCc1cc(C(=O)NCc2ccc(C)s2)no1	-0.6	0	2	-2.5	0.3	-6	-5	-11	2	0.7
O=C(COC(=O)c1cncc(Br)c1)NC1CCCCCC1	1.6	-1	-6	-0.6	-1.4	-1	-1	-9	1	1.8
Cc1nonc1OCC(C)(COc1nonc1C)NC(=O)c1ccc(Cl)cc1	1.3	nt	nt	-0.5	-2.9	-5	4	-16	13	0.9
CC(=O)Nc1ccc2[nH]c3ccccc3c2c1	-0.2	nt	1	-1.2	-1.4	-1	3	11	nt	0.0
Nc1c(C(=O)Nc2ccc(Cl)cc2)oc2ccccc12	-1.2	?	-12	0.5	-1.9	-3	17	10	5	1.5
O=C(CCN1C(=O)c2ccccc2C1=O)Nc1ccc(-c2nc3ccccc3o2)cc1	0.6	nt	nt	0.4	-0.2	-1	-12	-10	1	1.0

In the list so far, these have an aryl methoxy group:
SMILES	AddAB inh	Wnt bcat act	PfHsp90 set2	CAL PDZ FP	Ecoli viability	DAGLB inhibitor	Tat export inh	PvdQ inh	Rtt109 Vps75	phage Ecoli inh
COc1cc(C)c(C(=O)Oc2cc(C)c(C(=O)O)c(O)c2C)c(O)c1C	3.7	-1	15	-1.2	2.7	12	1	-8	18	1.1
COc1cc(C(=O)NCCOc2ccc(Cl)cc2)ccc1OCc1c(C)noc1C	3.3	-8	20	-1.0	1.3	-5	2	13	-2	2.0
CCCCCc1c2c(cc(O)c1C(=O)O)OC(=O)c1c(cc(OC)cc1C(=O)CCCC)O2	4.9	nt	-8	-1.2	-0.2	25	1	-14	1	nt
COc1nc(N(C)C)nc(N(C#N)CCOC(C)=O)n1	1.5	3	19	0.9	1.0	0	1	-16	1	-0.9
COc1ccc(NC(C)C(=O)N2CCN(Cc3ccccc3)CC2)cc1 (stereo not drawn)	3.4	-2	-8	-1.0	-1.5	-1	-3	-7	-5	-1.1

More records follow.
SMILES	AddAB inh	Wnt bcat act	PfHsp90 set2	CAL PDZ FP	Ecoli viability	DAGLB inhibitor	Tat export inh	PvdQ inh	Rtt109 Vps75	phage Ecoli inh
O=C(COC(=O)c1ccc(CO)cc1)c1ccc(S(=O)(=O)N2CCCCC2)cc1	1.9	-3	-25	-1.4	-1.4	-1	-3	-10	-7	0.7
COCc1[nH]nc2c1C1(C(=O)Nc3ccc(F)cc31)C(C#N)=C(N)O2 (stereo not drawn)	4.1	-4	26	0.2	-1.2	0	-1	-11	-8	0.6
Cc1noc(C)c1C(=O)NC1=NCCS1	3.7	0	-19	-1.0	0.5	3	0	18	6	0.3
N#Cc1cccnc1N1CCN(C(=O)c2cccs2)CC1	nt	3	0	1.0	nt	-4	-2	0	3	4.1
CCCC(=O)NNc1cc(=O)c2c(=O)n(C)c(=O)n(C)c2[nH]1	0.0	nt	0	1.0	1.9	-2	8	-13	0	-1.6
CC(C)CN(C(=O)CSc1nncn1-c1ccccc1)c1c(N)n(CC(C)C)c(=O)[nH]c1=O	3.8	0	-3	-0.5	-2.8	0	3	14	-3	-1.1
O=C(Nc1cc(=O)[nH]c2nc(-c3ccccc3)nn12)c1ccccc1Cl	-1.2	0	-3	-4.0	-1.6	0	0	2	0	1.5
CCCNC(=O)Cn1c(-c2ccc(F)cc2)cc(C(=O)OCC)c1C	3.1	-5	8	-2.5	2.2	-2	-5	1	nt	4.5
Cc1sccc1/C=N/NC(=O)c1ccco1	1.5	5	15	-2.6	2.3	-3	-3	-5	-3	-2.0
O=c1[nH]c2ccccc2nc1NCc1ccccc1	2.1	2	-24	13	-0.3	-1	6	-4	5	-0.1
O=C(COC(=O)Cc1cccs1)Nc1cccc(S(=O)(=O)N2CCOCC2)c1	0.7	4	-34	-0.6	3.8	1	-3	-13	-3	1.5
CCOC(=O)C1=C(COC(=O)c2ccc(OC(C)C)cc2)NC(=O)NC1C (stereo not drawn)	3.8	1	-10	-0.3	-2.9	4	14	-8	0	3.3
Cc1noc(C)c1C(=O)Nc1sccc1C(N)=O	-0.2	-1	-5	-1.5	2.6	-3	-2	-17	4	2.1
